Source: PubChem
NOD2 inhibition – NOD2 signaling inhibitors, cell-based, luminescence, uHTS, HEK293 (AID 1566). HEK293 NOD2/NF-kB luciferase reporter, luminescence; higher % means a stronger effect. one-dose inhibition, % at 4 µM; EC50 in µM for titrated hits. 0.63% of 290,000 active; in the data active = inhibition above about 50%; note: many of its hits are not listed in these tables
Yfh1-off respiration – enhancers of respiration in Yfh1-depleted yeast, dose response, Friedreich's ataxia, plus single-dose screen (AID 1465). S. cerevisiae Yfh1-off respiration, WST-1 reduction, 72 h; higher fold induction means a stronger effect. 0.074% of 220,000 active. one-dose fold induction at 50 µM; EC50 in µM for titrated hits;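 active = fold induction of absorbance versus untreated yeast above a set limit, then at least 30% activation at any dose in follow-up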;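 note: activators that raise dye reduction in frataxin-depleted yeast; strong numbers were not always called active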
* marks the source's active call; other numbers are inactive results; i = inactive; . = no result given. An excerpt. The share of hits here may be higher or lower than overall.

| canonical_smiles | NOD2 inhibition | Yfh1-off respiration |
| --- | --- | --- |
| O=C1c2cc(O)cc(O)c2C(=O)c2c1cc(O)c([C@@H](CO)CCO)c2O | . | i |
| Cc1ccccc1CN1[C@@H](C(C)C)COCCS1(=O)=O | . | i |
| CCCCNC(=O)[C@@H]1CC=C[C@@H]2CCN(C3CC3)C(=O)[C@@H]21 | . | i |
| OCCNc1nc(Nc2ccccc2C(F)(F)F)nc(N2CCCC2)n1 | . | i |
| COCCN1C(=O)N[C@@H](c2cccc(F)c2)C(C(C)=O)=C1C | . | i |
| Cc1cc(Nc2cc(Cl)nc(Sc3ccc(NC(=O)C4CC4)cc3)n2)n[nH]1 | . | i |
| Cc1cc(Cl)ccc1NC(=S)NCCc1ccc(S(N)(=O)=O)cc1 | . | i |
| COc1ccccc1CNC(=O)c1cc(-c2ccccc2)nn1CC1CC(c2cccc([N+](=O)[O-])c2)=NO1 (configuration not stated) | . | i |
| CC(=O)NCCc1c[nH]c2ccc(O)cc12 | . | i |
| COc1ccc(OC)c(NC(=O)c2ccccc2OC(C)=O)c1 | . | i |
| O=C(O)c1cc(=O)c2c(Cl)cc(Cl)cc2[nH]1 | . | i |
| O=C(NCc1ccccc1)C1=C[C@@H](c2ccc3c(c2)OCO3)C[C@@H](OCc2ccc(CO)cc2)O1 | . | i |
| O=C1c2ccccc2S(=O)(=O)c2cc(C(=O)N3CCN(C(=O)c4ccccc4)CC3)ccc21 | . | i |
| O=C1c2ccccc2S(=O)(=O)c2cc(N3CCc4ccccc4C3)ccc21 | . | i |
| CC(=O)OC1CCC2(C)C(CCC3C2CC(OC(C)=O)C2(C)C3C[C@@H]3O[C@]4(CC[C@@H](C)CO4)[C@@H](C)C32)C1 (some centres not stated) | . | i |
| COCCNC(=O)c1onc(CSc2ccccn2)c1C(=O)NCCOC | . | i |
| COc1ccc(-c2noc3c2-c2nc(-c4ccc(Br)cc4)sc2CC3)cc1 | . | i |
| COc1c(CC=C(C)C)c(O)cc2oc(=O)c3c4ccc(O)cc4oc3c12 | . | i |
| COC1(OC)C=CC(=O)C=C1NC(=O)c1ccccc1OC(C)=O | . | i |
| NCCCCCCNS(=O)(=O)c1cccc2c(Cl)cccc12 | . | i |
| CC1(c2nnc(-c3ccccc3)o2)CC(c2ccc([N+](=O)[O-])cc2)=NO1 (configuration not stated) | . | i |
| CC[C@@H](C)CN1C(=O)N[C@@H](c2ccccc2)C(C(C)=O)=C1C | . | i |
| COC(C[C@@H]1O[C@H]1[C@H](O)[C@@H](C)OCc1ccccc1)OC | . | i |
| CC(Nc1nc(-c2ccc(F)cc2)cs1)c1nc2cc(C(F)(F)F)ccc2n1CCCO (configuration not stated) | . | i |
| OCC[C@@H]1C[C@H](O)[C@@H](O)[C@]2(CCCCO2)O1 | . | i |
| COc1ccc(C(=O)c2c(-c3ccc(OC)cc3)oc3ccc(-c4cc(OC)c(OC)c(OC)c4)cc23)cc1 | . | i |
| C=C1/C(=C\C=C2/CCC[C@]3(C)[C@@H]([C@H](C)/C=C/[C@@H](O)C4CC4)CC[C@@H]23)C[C@@H](O)C[C@@H]1O | . | i |
| C[C@H]1C=CC(=O)O[C@H]1c1ccccc1 | . | i |
| COc1ccccc1CN1[C@@H](CC(C)=O)c2cc(C(F)(F)F)ccc2S1(=O)=O | . | i |
| c1ccc(-n2nnc(-c3nccs3)n2)cc1 | . | i |
| C=CC[C@@]12C=C(OC)C(=O)C(OC)=C1O[C@H](c1ccc3c(c1)OCO3)[C@H]2C | . | i |
| C#CCNC(=O)C1=C[C@H](C(C)(C)C)C[C@H](OCCCCO)O1 | . | i |
| COc1ccccc1N1CCN(CCN2C(=O)CC3(CCCC3)CC2=O)CC1 | . | i |
| COCCN1C(=O)N[C@@H](c2cccc(C(F)(F)F)c2)[C@@H](C(=O)OC)[C@H]1C | . | i |
| CCCN(CC1CC1)c1nc(C)nc(Nc2c(Cl)cc(Cl)cc2Cl)c1Cl | . | i |
| CCCNc1nc(-c2cc(C(=O)Nc3ccccc3)on2)cc(C(C)C)n1 | . | i |
| CC1(c2nnc(-c3ccc(F)cc3)o2)CC(c2cccnc2)=NO1 (configuration not stated) | . | i |
| C=CCOC(=O)C1=C[C@@H](c2cn(C(C)=O)c3ccccc23)C[C@@H](OCc2ccc(CO)cc2)O1 | . | i |
| COc1cc(OC)c2c3c(c(C4CCCCC4)nc2c1)CCC3 | . | i |
| CCOC(=O)C[C@H]1c2ccccc2S(=O)(=O)N1c1cccc(OC)c1 | . | i |

Whole records, quoted from the list.
CCOC(=O)C[C@H]1c2ccccc2S(=O)(=O)N1c1cccc(OC)c1 in the list: NOD2 inhibition: .; Yfh1-off respiration: i
COCCN1C(=O)N[C@@H](c2cccc(C(F)(F)F)c2)[C@@H](C(=O)OC)[C@H]1C in the list: NOD2 inhibition: .; Yfh1-off respiration: i

Continued.
| canonical_smiles | NOD2 inhibition | Yfh1-off respiration |
| --- | --- | --- |
| CCC/C=C1/CCCOC(C(=O)NCCN2CCOCC2)(C(F)(F)F)C1 (configuration not stated) | . | i |
| COc1ccc(-c2ccc3oc(-c4ccsc4)c(-c4ccc(OC)cc4)c3c2)cc1 | . | i |
| COC(C/C=C/[C@H](O)[C@@H](C)OCc1ccccc1)OC | . | i |
| CCOC(=O)C1Nc2ccc(C)cc2C2C=CCC12 (configuration not stated) | . | i |
| O=C1C=C(c2cccc3c2oc2ccccc23)CCC1 | . | i |
| COc1ccc(-c2csc(NCCc3nc4cc(Cl)c(N5CCCCC5)cc4n3CCOCCO)n2)cc1 | . | i |
| N#C[C@H]1C(O)C(O)c2ccccc2N1C(=O)c1ccccc1 (some centres not stated) | . | i |
| Cc1cccc(C(=O)N[C@@H]2c3ccccc3C[C@@H]2O)n1 | . | i |

24 entries from above, with values under each structure.
Each structure is followed by: NOD2 inhibition | Yfh1-off respiration
CC[C@@H](C)CN1C(=O)N[C@@H](c2ccccc2)C(C(C)=O)=C1C
 : . | i
COC(C[C@@H]1O[C@H]1[C@H](O)[C@@H](C)OCc1ccccc1)OC
 : . | i
CC(Nc1nc(-c2ccc(F)cc2)cs1)c1nc2cc(C(F)(F)F)ccc2n1CCCO (configuration not stated)
 : . | i
OCC[C@@H]1C[C@H](O)[C@@H](O)[C@]2(CCCCO2)O1
 : . | i
COc1ccc(C(=O)c2c(-c3ccc(OC)cc3)oc3ccc(-c4cc(OC)c(OC)c(OC)c4)cc23)cc1
 : . | i
C=C1/C(=C\C=C2/CCC[C@]3(C)[C@@H]([C@H](C)/C=C/[C@@H](O)C4CC4)CC[C@@H]23)C[C@@H](O)C[C@@H]1O
 : . | i
C[C@H]1C=CC(=O)O[C@H]1c1ccccc1
 : . | i
COc1ccccc1CN1[C@@H](CC(C)=O)c2cc(C(F)(F)F)ccc2S1(=O)=O
 : . | i
c1ccc(-n2nnc(-c3nccs3)n2)cc1
 : . | i
C=CC[C@@]12C=C(OC)C(=O)C(OC)=C1O[C@H](c1ccc3c(c1)OCO3)[C@H]2C
 : . | i
C#CCNC(=O)C1=C[C@H](C(C)(C)C)C[C@H](OCCCCO)O1
 : . | i
COc1ccccc1N1CCN(CCN2C(=O)CC3(CCCC3)CC2=O)CC1
 : . | i
COCCN1C(=O)N[C@@H](c2cccc(C(F)(F)F)c2)[C@@H](C(=O)OC)[C@H]1C
 : . | i
CCCN(CC1CC1)c1nc(C)nc(Nc2c(Cl)cc(Cl)cc2Cl)c1Cl
 : . | i
CCCNc1nc(-c2cc(C(=O)Nc3ccccc3)on2)cc(C(C)C)n1
 : . | i
CC1(c2nnc(-c3ccc(F)cc3)o2)CC(c2cccnc2)=NO1 (configuration not stated)
 : . | i
C=CCOC(=O)C1=C[C@@H](c2cn(C(C)=O)c3ccccc23)C[C@@H](OCc2ccc(CO)cc2)O1
 : . | i
COc1cc(OC)c2c3c(c(C4CCCCC4)nc2c1)CCC3
 : . | i
CCOC(=O)C[C@H]1c2ccccc2S(=O)(=O)N1c1cccc(OC)c1
 : . | i
CCC/C=C1/CCCOC(C(=O)NCCN2CCOCC2)(C(F)(F)F)C1 (configuration not stated)
 : . | i
COc1ccc(-c2ccc3oc(-c4ccsc4)c(-c4ccc(OC)cc4)c3c2)cc1
 : . | i
COC(C/C=C/[C@H](O)[C@@H](C)OCc1ccccc1)OC
 : . | i
CCOC(=O)C1Nc2ccc(C)cc2C2C=CCC12 (configuration not stated)
 : . | i
O=C1C=C(c2cccc3c2oc2ccccc23)CCC1
 : . | i

(continued)
| canonical_smiles | NOD2 inhibition | Yfh1-off respiration |
| --- | --- | --- |
| CC(C)NC(=O)c1onc(CSc2ccc(F)c(F)c2)c1C(=O)NC(C)C | . | i |
| COC(=O)C1=C(C(=O)OC)[C@@H]2Nc3ccccc3[C@@]23C[C@@H](C(=O)OC)N(C(=O)CC(C)C)C3=N1 | . | i |
| Nc1c(O)cccc1C(=O)O | . | i |
| Nc1ccc(C#Cc2ccc3oc4ccccc4c(=O)c3c2)cc1 | . | i |
| CCC1=C(C)CN(C(=O)NCCc2ccc(S(=O)(=O)NC(=O)NC3CCC(C)CC3)cc2)C1=O (configuration not stated) | . | i |
| COc1ccc(C2=CC3=C(Br)C(=O)C(C)(OC(=O)c4cnc5ccccc5n4)C(=O)C3=CO2)cc1 (configuration not stated) | . | i |
| OCc1cccnc1 | . | i |
| Cc1nc(C(=O)Nc2ccc(Cl)cc2)sc1C1(C)CC(c2cccc([N+](=O)[O-])c2)=NO1 (configuration not stated) | . | i |
| C=C1CCN([C@@H](CC(C)C)C(=O)NCc2ccccc2)S(=O)(=O)c2ccccc21 | . | i |
| Cn1c(NCCO)nc2c1c(=O)n(Cc1ccc(F)cc1)c(=O)n2C | 20% | . |
| CC(CN1CCCCC1)OC(=O)c1cccc(F)c1 (configuration not stated) | -17% | . |
| Cc1ccc(Nc2nc3ccccc3n3cnnc23)cc1C | 3% | . |
| COc1ccc(S(=O)(=O)Nc2ccc(C)cn2)cc1 | 12% | . |
| COc1ccc(C)cc1S(=O)(=O)n1cnc2ccccc21 | 0% | . |
| O=C(Nc1ccccc1)O[C@@H]1C[C@H]2CCC(=O)N3CC[C@@H](C1)[C@@H]23 | -19% | . |
| CNC(=S)N(CCc1c(C)[nH]c2ccc(F)cc12)Cc1cccnc1 | -8% | . |
| Cc1c(Cc2ccccc2)c(=O)oc2c(C)c(OCC(=O)N3CCC(C(=O)O)CC3)ccc12 | 13% | . |
| CCCn1c(C2CCCN2c2nc(-c3cccc(Br)c3)cs2)nc2cc(Cl)c(Cl)cc21 (configuration not stated) | -76% | . |
| Cc1ccc(C(=O)N2CCN(Cc3ccc4c(c3)OCO4)CC2)cc1C | 19% | . |
| COc1cccc(C(=O)CC(=O)C(=O)Nc2ccc([N+](=O)[O-])cc2C)c1 | 7% | . |
| O=C(O)c1ccc2c(=O)n3c(nc2c1)/C(=C/c1ccc(C(F)(F)F)cc1)CC3 | 17% | . |
| CCOC(=O)[C@@H]1[C@H]2COc3ccccc3[C@@H]2N2C(=O)N(c3cccc(Cl)c3)C(=O)[C@@]12C | -4% | . |
| O=C(O)c1sccc1Oc1ccc(NS(=O)(=O)c2cccc(F)c2)cc1 | -28% | . |
| O=[N+]([O-])c1ccc(N2CCN(Cc3ccc(Br)o3)CC2)cc1 | 34% | . |
| CC(=O)Nc1cccc(NC(=O)CCNC(=O)c2ccccc2)c1 | 10% | . |
| COCCN1CC(=O)N2C(c3cccc(OC)c3)c3[nH]c4ccccc4c3C[C@H]2C1=O (some centres not stated) | -2% | . |
